SW480 rereplic: induces DNA re-replication in SW480 colon adenocarcinoma cells | Potency, µM (titrated, usually from 46.1 µM), for the others: top-dose re-replication activation, hits mostly activators | AID 624297 | SW480 DNA re-replication, Hoechst DNA content imaging, 48 h | 340,000 compounds, 1.8% hits; also: potency is read from the fitted curve at half-maximal effect; % of control where 0% means no effect; nearly all actives have a fitted effect of over 55% in size
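Compounds, transferred as 23 nL by pin tool, were incubated with cells for 48 hr; DNA content per nucleus was then quantified by Hoechst staining and fluorescence plate imaging.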
HepG2 tox: counter-screen for TGF-b inhibitors: cytotoxicity in HepG2 cells; 410,000 compounds, 0.76% hits; HepG2 CAGA-GFP viability, ATP luminescence, 18 h; Potency, µM (top dose mostly 46.1 µM), inactives show top-dose activity change, negative = cytotoxicity, most hits filed as cytotoxic; AID 588856; also: potency is read from the fitted curve at half-maximal effect; some results filed as inactive show a strong effect at the top dose
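CellTiter-Glo luminescence gave cytotoxicity after 18 hours at 37 degrees C. The cells were HepG2 CAGA-GFP in 1% FBS DMEM, stimulated with 500 pg/mL TGF-beta after compound addition. %Activity was normalised to no-cell wells (complete cell-killing) and DMSO (no toxicity), and curves were fitted and classified.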
KB-3-1 tox: KB-3-1 parental cell cytotoxicity | 400,000 compounds, 1.4% hits | AID 1347075 | Potency, µM (top dose mostly 46.1 µM), for inactives: at the top dose activity change, negative = cytotoxic, actives largely listed as cytotoxic | KB-3-1 viability, CellTiter-Glo ATP luminescence, 72 h; also: potency is read from the fitted curve at half-maximal effect; % is scaled to controls: 0 for no effect and ±100 for the full control effect; nearly all actives have a fitted effect of over 60% in size
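Viability of parental KB-3-1 cells, measured by CellTiter-Glo luminescence, followed a 72 h incubation at 37 °C with pinned compounds in phenol-red-free DMEM containing 10% FBS.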
HT1080-NT tox: kills 2HG-producing HT-1080-NT fibrosarcoma cells; HT-1080-NT fibrosarcoma viability, CellTiter-Glo ATP luminescence, 48 h; AID 686970; 360,000 compounds, 1.6% hits; Potency, µM (highest dose often 46.1 µM), for inactives: top-dose activity, negative = less viability, actives largely listed as cytotoxic;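 also: NT is the 2HG producing partner of a matched IDH1 knockdown line; potency is read from the fitted curve at half-maximal effect; 0% = DMSO-treated cells and -100% = media-only wells without cells; nearly all actives have a fitted effect of over 55% in size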
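Luminescent CellTiter-Glo readout after 48 hours of compound exposure at 37 degrees C defined viability of HT-1080-NT cells. Activity was normalized to DMSO wells and cell-free media wells; concentration-response curves were fitted and assigned curve classes.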
ATXN2 expr inh: inhibitors of ATXN2 expression | HEK-293 ATXN2-luciferase reporter, luminescence, 24 h | Potency, µM (doses to about 57 µM), without a hit: at the highest dose activity change, negative = inhibition, usual class: inhibitors | 360,000 compounds, 0.72% hits | AID 1745845; also: potency is read from the fitted curve at half-maximal effect; % is scaled to controls: 0 for no effect and ±100 for the full control effect; nearly all actives have a fitted effect of over 55% in size
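ATXN2-luciferase reporter cells (luciferase flanked by upstream and downstream ATXN2 gene portions) were treated 24 h at 37 °C with compounds at up to 57 uM. SteadyGlo luminescence gave expression; GF-AFC fluorescence gave viability.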
MCF10A rerep: DNA re-replication induction in MCF 10a cells; MCF 10A DNA re-replication, Hoechst nuclear intensity, 48 h; Potency, µM (doses to about 46.1 µM), for the others: at the top dose activity, positive = re-replication, most hits filed as activators; 350,000 compounds, 2.9% hits; also: potency is read from the fitted curve at half-maximal effect; % of control where 0% means no effect; nearly all actives have a fitted effect of over 50% in size
HT1080 IDH1KD tx: toxicity to HT-1080 IDH1 knockdown cells (counter line) | HT-1080 IDH1 knockdown viability, ATP luminescence, 48 h | Potency, µM (titrated, usually from 46.1 µM), inactives show at the highest dose activity, negative = toxicity, hits mostly cytotoxic | 360,000 compounds, 2% hits | AID 686971;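 also: potency is read from the fitted curve at half-maximal effect; 0% = DMSO wells and -100% = cell-free medium wells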
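CellTiter-Glo luminescence after 48 h compound exposure at 37 degrees C of IDH1-knockdown HT-1080 cells in 5% FBS RPMI. %Activity scaled between DMSO wells and cell-free media wells, with curves fitted and assigned curve classes.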
ATXN viability: viability counter-screen for ATXN expression inhibitors; S2 cells (HEK-293 line with an ATXN2-luciferase reporter) viability, CellTiter-Fluor protease fluorescence, 24 h; Potency, µM (highest dose often 56.7 µM), actives largely listed as cytotoxic; 400,000 compounds, 0.49% hits; AID 651635; also: potency is read from the fitted curve at half-maximal effect; nearly all actives have a fitted effect of over 40% in size
IL-1B inflam inh: inhibitors of inflammasome signaling (IL-1 beta secretion); THP-1 LPS/ATP IL-1B secretion, AlphaLISA, 16 h; hits give low values; activity change, % at 57.5 µM; 360,000 compounds, 4.7% hits; in the data active = activity change below about -50%; inconclusive = mostly about -30% to -49%; also: % is scaled to controls: 0 for no effect and ±100 for the full control effect
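THP-1 cells pretreated 1 hr with compounds (up to 57.5 uM final), then stimulated with LPS (250 ng/mL final) plus ATP (1.25 mM final); secreted IL-1B measured by AlphaLISA after 16 hr, decreased signal indicating inhibition.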
The depositor's hits bear a star; & = joins results of further samples; [ ] = dose if it differs, or a comment. Unless noted, calls follow the shape of the dose curve; as a rule, active = well fitted curve in the direction sought with a large enough effect; inconclusive = small, poorly fitted or top-dose-only effect, or another doubt; inactive = no such curve, though single readings can be large; an effect the other way counts as inactive or inconclusive.

What do the screens show for `Cc1n(Cc2ccccc2)c2ccccc2[n+]1Cc1ccccc1`?
SW480 rereplic: 1%; HepG2 tox: -25%; KB-3-1 tox: 6.5µM*; HT1080-NT tox: -16%; ATXN2 expr inh: inconclusive; MCF10A rerep: 16%; HT1080 IDH1KD tx: inconclusive; ATXN viability: inactive; IL-1B inflam inh: -72*

What do the screens show for `O=C(CNC(=O)c1cnccn1)Nc1ccc(F)c(F)c1F`?
SW480 rereplic: 10%; HepG2 tox: -1%; KB-3-1 tox: -7%; HT1080-NT tox: -4%; ATXN2 expr inh: 4%; MCF10A rerep: -3%; HT1080 IDH1KD tx: 12%; ATXN viability: inactive; IL-1B inflam inh: -8

How did Cc1cccc(NS(=O)(=O)c2cccc(C(=O)Nc3cccc(C(=O)O)c3)c2)c1 do in these assays?
SW480 rereplic: -21%; HepG2 tox: 11%; KB-3-1 tox: 2%; HT1080-NT tox: 15%; MCF10A rerep: 9%; HT1080 IDH1KD tx: 3%; ATXN viability: inactive; IL-1B inflam inh: 15

Results for COCc1cc(NCc2ccc(Cl)cc2)nc(C)n1 ?
SW480 rereplic: -24%; HepG2 tox: -7%; KB-3-1 tox: -2%; HT1080-NT tox: -4%; ATXN2 expr inh: -23%; MCF10A rerep: -1%; HT1080 IDH1KD tx: -7%; ATXN viability: inactive; IL-1B inflam inh: 9

What do the screens show for `CCN(CC)C(=O)Cn1nc(-c2ccncc2)nc1SCC(=O)Nc1ccc(OC)cc1`?
SW480 rereplic: -9%; HepG2 tox: -10%; KB-3-1 tox: inconclusive; HT1080-NT tox: 0%; ATXN2 expr inh: 3%; MCF10A rerep: 5%; HT1080 IDH1KD tx: 2%; ATXN viability: inactive; IL-1B inflam inh: 12

What do the screens show for `CCOc1ccc(NC(=O)CN(c2ccc(OCC)cc2)S(=O)(=O)c2c(C)[nH]c(=O)[nH]c2=O)cc1`?
SW480 rereplic: -15%; HepG2 tox: 6%; KB-3-1 tox: 13%; HT1080-NT tox: 13%; ATXN2 expr inh: -11%; MCF10A rerep: -3%; HT1080 IDH1KD tx: 3%; ATXN viability: inactive; IL-1B inflam inh: 15

Results for CCOC(=O)c1nc2c(=O)n(C)c(=O)n(C)c2n(C)c1=O ?
SW480 rereplic: -42%[inhibitor]; HepG2 tox: 25%; KB-3-1 tox: 0%; HT1080-NT tox: 20%; ATXN2 expr inh: -2%; MCF10A rerep: -27%; HT1080 IDH1KD tx: 16%; ATXN viability: inactive; IL-1B inflam inh: 24

Results for O=C(COc1ccccc1F)Nc1ccc2[nH]c(=O)[nH]c2c1 ?
SW480 rereplic: -5%; HepG2 tox: -10%; KB-3-1 tox: inconclusive; HT1080-NT tox: 10%; ATXN2 expr inh: 3%; MCF10A rerep: -2%; HT1080 IDH1KD tx: 1%; ATXN viability: inconclusive; IL-1B inflam inh: 0

How did COc1ccc(NC(=O)COC(=O)c2ccncc2)c(OC)c1 do in these assays?
SW480 rereplic: 0%; HepG2 tox: 1%; KB-3-1 tox: 9%; HT1080-NT tox: 2%; ATXN2 expr inh: 1%; MCF10A rerep: -2%; HT1080 IDH1KD tx: 0%; ATXN viability: inactive; IL-1B inflam inh: 8

How did Cc1nc(=O)c(-c2ccccc2)c(C)n1-c1ccccc1O do in these assays?
SW480 rereplic: -6%; HepG2 tox: -5%; KB-3-1 tox: 1%; HT1080-NT tox: 4%; ATXN2 expr inh: -4%; MCF10A rerep: 0%; HT1080 IDH1KD tx: 17%; ATXN viability: inactive; IL-1B inflam inh: -4

What do the screens show for `CCN(CC)c1ccc(C(=O)OCC(=O)N(C)Cc2ccccc2)cc1`?
SW480 rereplic: -2%; HepG2 tox: -14%; KB-3-1 tox: -11%; HT1080-NT tox: 2%; ATXN2 expr inh: -25%; MCF10A rerep: 18%; HT1080 IDH1KD tx: -15%; ATXN viability: inactive; IL-1B inflam inh: -4

How did Cc1ccc(C(=O)N2c3ccccc3CC2C)o1 (stereo unspecified) do in these assays?
SW480 rereplic: 1%; HepG2 tox: -37%; KB-3-1 tox: -21%; HT1080-NT tox: -20%; ATXN2 expr inh: 39%[activator]; MCF10A rerep: 37%; HT1080 IDH1KD tx: -21%; ATXN viability: inactive; IL-1B inflam inh: -13

How did COc1ccc(-n2nc(C(=O)NCC(=O)NCCC3=CCCCC3)c3ccccc3c2=O)cc1OC do in these assays?
SW480 rereplic: inconclusive; HepG2 tox: -8%; KB-3-1 tox: -2%; HT1080-NT tox: -16%; ATXN2 expr inh: 2%; MCF10A rerep: 21%; HT1080 IDH1KD tx: -5%; ATXN viability: inactive; IL-1B inflam inh: -19

How did CCOC(=O)CCC(=O)NCc1ccc2c(c1)cc(C)n2C do in these assays?
SW480 rereplic: 5%; HepG2 tox: 0%; KB-3-1 tox: -4%; HT1080-NT tox: 4%; ATXN2 expr inh: -10%; MCF10A rerep: -1%; HT1080 IDH1KD tx: 0%; ATXN viability: inactive; IL-1B inflam inh: 0

How did CSc1ccc(S(=O)(=O)Nc2ccc(F)cc2)cc1 do in these assays?
SW480 rereplic: -1%; HepG2 tox: -50%; KB-3-1 tox: inconclusive; HT1080-NT tox: -20%; ATXN2 expr inh: -14%; MCF10A rerep: 4%; HT1080 IDH1KD tx: inconclusive; ATXN viability: inactive; IL-1B inflam inh: 25

How did COc1cccc(C(c2nnnn2C(C)(C)C)N2CCN(C/C=C/c3ccccc3)CC2)c1OC (stereo unspecified) do in these assays?
HepG2 tox: -4%; KB-3-1 tox: 0%; HT1080-NT tox: inconclusive; ATXN2 expr inh: -32%; HT1080 IDH1KD tx: -27%; ATXN viability: inconclusive; IL-1B inflam inh: -9

Results for Cc1[nH]c2ccc(C(=O)N3CCCC3)cc2c1C ?
SW480 rereplic: -4%; HepG2 tox: 4%; KB-3-1 tox: -5%; HT1080-NT tox: 0%; MCF10A rerep: 15%; HT1080 IDH1KD tx: 0%; ATXN viability: inactive; IL-1B inflam inh: -8

What do the screens show for `CC(C)(C)c1ccc(C(=O)NCCc2csc3nc(-c4ccccc4F)nn23)cc1`?
HepG2 tox: -22%; KB-3-1 tox: -1%; ATXN2 expr inh: 0%; ATXN viability: inconclusive

What do the screens show for `CCC(OC(=O)c1ccc(S(C)(=O)=O)c([N+](=O)[O-])c1)C(=O)NC1C2CC3CC(C2)CC1C3` (stereo unspecified)?
HepG2 tox: 5.6µM*; KB-3-1 tox: -2%; ATXN2 expr inh: inconclusive; ATXN viability: 6.3µM*

What do the screens show for `CCOc1ccc(CNC(=O)c2ccc3c(c2)N(CC)CCS3)cc1`?
SW480 rereplic: 6%; HepG2 tox: -27%&-19%; KB-3-1 tox: 3%; HT1080-NT tox: -4%; ATXN2 expr inh: 8%; MCF10A rerep: 11%; HT1080 IDH1KD tx: 10%; ATXN viability: inactive; IL-1B inflam inh: -26

Structural class, those above containing a tert-butyl group
How did COc1cccc(C(c2nnnn2C(C)(C)C)N2CCN(C/C=C/c3ccccc3)CC2)c1OC (stereo unspecified) do in these assays?
HepG2 tox: -4%; KB-3-1 tox: 0%; HT1080-NT tox: inconclusive; ATXN2 expr inh: -32%; HT1080 IDH1KD tx: -27%; ATXN viability: inconclusive; IL-1B inflam inh: -9

What do the screens show for `CC(C)(C)c1ccc(C(=O)NCCc2csc3nc(-c4ccccc4F)nn23)cc1`?
HepG2 tox: -22%; KB-3-1 tox: -1%; ATXN2 expr inh: 0%; ATXN viability: inconclusive

(list continues)
What do the screens show for `Nc1c(C(=O)O)ccc2c1C(=O)c1ccccc1C2=O`?
SW480 rereplic: 1%; HepG2 tox: -17%; KB-3-1 tox: inconclusive; HT1080-NT tox: -23%; ATXN2 expr inh: 1%; MCF10A rerep: 9%; HT1080 IDH1KD tx: -21%; ATXN viability: inconclusive; IL-1B inflam inh: 20

How did Cn1nnnc1Sc1ncnc2scc(-c3ccc(C(F)(F)F)cc3)c12 do in these assays?
SW480 rereplic: 6%; HepG2 tox: -112%; KB-3-1 tox: inconclusive; ATXN2 expr inh: 4µM*; MCF10A rerep: 2.1µM*; ATXN viability: 11µM*

What do the screens show for `CCCCCOc1ccc(OC(=O)c2ccncc2)cc1`?
SW480 rereplic: inconclusive; HepG2 tox: 6%; KB-3-1 tox: 0%; HT1080-NT tox: -13%; ATXN2 expr inh: -26%; MCF10A rerep: inconclusive; HT1080 IDH1KD tx: inconclusive; ATXN viability: inactive; IL-1B inflam inh: 23

Results for COc1ccc(NC2=NCC(=O)N2Cc2cccs2)cc1 ?
SW480 rereplic: -5%; HepG2 tox: 8%; KB-3-1 tox: -14%; HT1080-NT tox: 0%; ATXN2 expr inh: 16%; MCF10A rerep: -9%; HT1080 IDH1KD tx: -2%; ATXN viability: inactive; IL-1B inflam inh: 12

How did CCN(CC(=O)Nc1ccc(Br)cc1F)CC(=O)NC1CCS(=O)(=O)C1 (stereo unspecified) do in these assays?
SW480 rereplic: -3%; HepG2 tox: 5%; KB-3-1 tox: 5%; HT1080-NT tox: 3%; ATXN2 expr inh: 7%; MCF10A rerep: -3%; HT1080 IDH1KD tx: 17%; ATXN viability: inconclusive; IL-1B inflam inh: -8

Compound activity from PubChem.
